Bioassay records: PubChem, The Scripps Research Institute Molecular Screening Center
FBW7 activator: human FBW7 E3 ligase activation, primary screen | normalized activity (activation), % at 26.1 µM | AlphaScreen FBW7–phospho-cyclin E peptide binding, activator screen | AID 1259310 | actives 0.13% (n = 650,000) | Q969H0; in the data active = normalized activity above about 1.9%;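 also: purified mutant Fbw7 with reduced substrate affinity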
GPR151 ag: human GPR151 activation. actives 1% (n = 650,000). Q8TDV0. PathHunter beta-arrestin GPR151 cells, luminescence. activation, % at 11.2 µM; in the data active = activation above about 4.9%;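 also: 0% = median of compound wells and 100% = cells with positive control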
Target sequence (Q8TDV0 whole entry, looked up): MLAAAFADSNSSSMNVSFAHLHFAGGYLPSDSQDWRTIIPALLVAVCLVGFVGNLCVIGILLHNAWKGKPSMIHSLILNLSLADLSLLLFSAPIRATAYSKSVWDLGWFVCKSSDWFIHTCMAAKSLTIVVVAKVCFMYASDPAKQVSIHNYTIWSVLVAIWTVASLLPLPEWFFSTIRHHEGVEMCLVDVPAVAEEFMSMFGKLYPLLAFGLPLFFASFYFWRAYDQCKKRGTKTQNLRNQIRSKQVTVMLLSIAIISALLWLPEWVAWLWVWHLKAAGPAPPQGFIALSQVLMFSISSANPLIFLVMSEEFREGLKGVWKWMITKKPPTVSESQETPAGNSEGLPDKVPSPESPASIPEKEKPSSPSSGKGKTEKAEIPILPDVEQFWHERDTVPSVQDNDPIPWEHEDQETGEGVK
MITF primary: inhibitors of human MITF | inhibition, % at 2.6 µM | actives 0.91% (n = 650,000) | AID 1259374 | AlphaScreen MITF homodimerization, bead proximity signal; in the data active = inhibition above about 50%;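 also: 0% = vehicle wells with protein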
Target sequence (O75030 whole entry, looked up): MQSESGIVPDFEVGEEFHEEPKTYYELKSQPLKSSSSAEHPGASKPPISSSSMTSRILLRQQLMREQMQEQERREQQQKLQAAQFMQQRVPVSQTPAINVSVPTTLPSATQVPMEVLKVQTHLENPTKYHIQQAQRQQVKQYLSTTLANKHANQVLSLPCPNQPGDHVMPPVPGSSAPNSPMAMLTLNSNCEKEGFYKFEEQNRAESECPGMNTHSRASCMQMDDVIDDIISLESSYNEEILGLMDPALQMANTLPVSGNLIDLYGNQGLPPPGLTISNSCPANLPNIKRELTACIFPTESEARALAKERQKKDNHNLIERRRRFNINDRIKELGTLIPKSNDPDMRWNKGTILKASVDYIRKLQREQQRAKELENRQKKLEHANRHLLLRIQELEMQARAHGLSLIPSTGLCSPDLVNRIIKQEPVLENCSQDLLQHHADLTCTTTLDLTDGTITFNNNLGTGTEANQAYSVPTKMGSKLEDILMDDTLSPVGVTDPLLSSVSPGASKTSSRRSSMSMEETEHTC
TEAD-YAP block: TEAD-YAP interaction inhibition; HEK-TIYL cells, TEAD-Gal4/YAP UAS-luciferase luminescence; inhibition, % at 9.12 µM; actives 1.4% (n = 640,000); AID 1259422; in the data active = inhibition above about 32%;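 also: 0% = median of test compound wells and 100% = reference inhibitor wells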
An asterisk follows results filed as active; & = joins results of further samples.

Every second line gives: FBW7 activator	GPR151 ag	MITF primary	TEAD-YAP block
> COc1ccc(/C=C2/C(=O)NN(c3ccccc3)C2=O)cc1Br
→ -0.1	-1.1	8.5	-1.2
> Cc1ccc(NC(=O)c2ccc([N+](=O)[O-])cc2Cl)cc1[N+](=O)[O-]
→ -0.2	-1.1	14.9	-3.4
> CCOC(=O)C1=C(c2ccccc2)NC(=S)NC1c1cc(Br)c(OC)cc1OC (stereo not given)
→ 0.4	0.0	-3.5	7.1
> CCN(CC)C(=O)c1ccc(CN(c2cc(Cl)ccc2C)S(=O)(=O)c2ccccc2)cc1
→ 0.8	-1.5	4.8	2.8
> COc1cc2c(cc1OC)C(C)N(C(=O)c1ccc3c(=O)n4c(nc3c1)CCCCC4)CC2 (stereo not given)
→ 0.0	-0.3	6.3	-0.7
> COc1ccc(CNC(=O)Nc2ccc3c(c2)CCCN3C(=O)C2CC2)cc1OC
→ 0.2	0.9	12.7	20.8
> CCOc1ccc(Br)c(/C=C2\SC(=S)NC2=O)c1
→ 0.1	1.6	6.1	19.2
> O=S(=O)(c1ccccc1)N1CCN(c2ncnc3c(-c4ccccc4)nsc23)CC1
→ -0.2	0.6	-3.5	-12.0
> COc1ccc(-c2noc(CN(C)CCC3CCCCO3)n2)c(OC)c1OC (stereo not given)
→ -0.1	0.8	7.0	-6.7
> CCc1ccccc1NC(=O)c1ccc(N2CC(C)CC(C)C2)c([N+](=O)[O-])c1 (stereo not given)
→ -0.2	1.1	-10.7	0.3
> COc1ccccc1NC(=O)c1ccc(SCC(=O)NCc2ccc(Cl)c(Cl)c2)c([N+](=O)[O-])c1
→ -0.1	-1.9	-3.2	-5.3
> Cc1ccc(N2CCN(c3ccc(C(=O)O)cc3[N+](=O)[O-])C(C)C2)cc1 (stereo not given)
→ -0.1	-1.3	1.4	11.2
> CCN(CC)CCOC(=O)c1ccc(N2Cc3ccccc3C2=N)cc1
→ 0.7	-1.2	9.7	-14.6
> COc1ccc(/C=c2\s/c(=C(\C#N)C=O)n(C)c2=O)cc1
→ -0.1	-0.4	-0.3	-40.3
> CCc1cnc2c(c1OC)c(=O)n(Cc1c(F)cccc1Cl)c(=O)n2C
→ 0.0	0.1	-3.2	-13.9
> CC(=O)Cn1cnc2ccccc2c1=O
→ 0.1	2.3	0.4	4.3
> C=CCNC(=O)CN1CCN(C(c2ccccc2)c2ccccc2)CC1
→ -0.1	6.2*	43.6	9.7
> COc1ccc(C(=O)N2CCN(c3cccc(Cl)c3)CC2)cc1OC
→ 0.0	0.4	-9.9	-6.1
> COc1ccc(CN2CCNC(=O)C2CC(=O)NCCCC2CCCC2)c(C)c1C (stereo not given)
→ 0.0	-0.4	9.1	-1.1
> CC(=O)Oc1ccc(-c2cc(-c3ccc(OC(C)=O)cc3)nc(-c3ccccc3)n2)cc1
→ 0.2	0.1	12.2	0.0
> CS(=O)(=O)N(CC(=O)Nc1ccccc1F)C1CCCCC1
→ -0.1	1.6	6.2	-8.9
> O=C1N=c2ccc(Br)cc2=C1c1sc(Nc2ccc(O)cc2)nc1O
→ -0.1	-0.1	-7.3	10.2
> CCOC(=O)c1cc2c(c(CSc3nc4ccccc4c(=O)n3CCC3=CCCCC3)c1)OCOC2
→ 0.0	0.4	-0.4	4.8
> CC(C)CCOc1ccccc1C(=O)NCCC(=O)NN
→ 0.1	0.5	2.0	-5.9
> CCOc1ccccc1/C=C/C(=O)NCC(=O)N1CCC(N(C)C2CCCCCC2)CC1
→ 0.1	2.6	6.3	-3.9
> Cc1cc(/C=C(/C#N)C(=O)N2CCOCC2)c(C)n1-c1ccc(F)c(Cl)c1
→ 1.2	-0.5	6.5	-20.6
> C/C(CC(=O)N1CCCCC1)=N\NC(=O)c1cccc(O)c1
→ 0.5	0.0	12.8	26.6
> CCOc1ccc(-c2onc3ccc4c5ccccc5oc4c23)cc1OCC
→ -0.1	0.2	-2.2	3.6
> Cc1ccc(-c2nc(C=Nc3cc(Cl)ccc3Cl)c(O)o2)cc1
→ 0.3	0.3	12.3	5.1
> COCCOC(=O)C1=C(C)NC2=C(C(=O)CC(c3cccs3)C2)C1c1ccc(OC)c(O)c1 (stereo not given)
→ 0.6	0.2	8.3	6.8
> CC1CC(C)CN(CCCNC(=O)Cn2ncn3cccc3c2=O)C1 (stereo not given)
→ 0.0	0.9	-0.7	-11.3
> Cc1ccc(C(=O)N2CCN3C(=O)[C@@H](Cc4ccccc4)NC(=O)[C@H]3C2)cc1
→ 1.5	1.1	7.4	-2.9
> CCn1c(=O)c([N+](=O)[O-])c(NCCc2ccc(OC)c(OC)c2)c2ccccc21
→ 0.0	1.8	-1.0	6.2
> O=C(O)CNC(=O)c1cc2c3c(c1)C1C=CCC1C(c1ccc(F)cc1)N3CC1CC=CC21 (stereo not given)
→ -1.2	-1.2	73.3*	1.7
> CCNC(=S)NNC(=O)c1cc(C)nc2ccccc12
→ 0.2	1.0	8.4	-3.9
> COC(=O)CC[C@H]1CN(Cc2cccc(Cl)c2)CC[C@H]1N1CCN(C)CC1
→ 0.1	0.3	-1.6	4.4
> COC(=O)c1ccc(OC(C)C(=O)Nc2ccccc2)cc1 (stereo not given)
→ -0.3	-0.8	4.5	-1.1
> CCOc1cc(/C=C2/C(=N)N3N=C(C(F)(F)F)SC3=NC2=O)ccc1OCCOc1cccc(OC)c1
→ 0.1	-1.2	-3.1	16.9
> Cc1ccc(NC(=O)CSc2nc(N)cc(N)n2)cc1S(=O)(=O)N1CCCCC1
→ -0.1	-0.3	1.1	16.8
> CC(=O)Nc1ccc(N=Cc2nc(-c3ccc(Br)cc3)oc2O)cc1
→ -0.2	1.7	-4.0	-4.2
> OC(COc1ccccc1CNCCN1CCOCC1)CN1CCc2ccccc2C1 (stereo not given)
→ -0.1	-1.9	-11.2	-3.0
> O=c1c2ccccc2nc(SCc2c(F)cccc2Cl)n1Cc1ccco1
→ 0.4	-1.8	2.1	4.1
> CN(C)CCCN(CCCN(C)C)Cc1ccc(Cl)cc1
→ -0.1	0.2	37.3	-7.8
> COC(=O)C1=C(C)NC2=C(C(=O)CC(c3ccccc3)C2)C1c1ccccc1OCc1ccccc1 (stereo not given)
→ -0.1	2.5	-17.4	4.5
> Cc1cccc(CSc2nc(=O)[nH]c3c2CCCC3)c1
→ -0.1	0.3	10.3	1.7
> O=C(Nc1ccc2[nH]ncc2c1)[C@@H]1C[C@H](O)CN1C(=O)c1ccc(F)cc1
→ 0.0	1.9	13.2	-3.6
> COc1cc(=O)n(C)c2c(OCC(O)C(C)(C)O)cccc12 (stereo not given)
→ 0.1&0.2	0.9&1.1	15.1&3.4	4.9
> Cc1oc2c(C)c(O)ccc2c(=O)c1Oc1ccc(F)cc1
→ 0.3	-0.3	9.8	-0.8
> Nc1ccc(O)c2c1C(=O)c1c(O)ccc(N)c1C2=O
→ -0.1	1.6	21.3	2.0
> Cc1cc(C)n(-c2cccc(C(=O)N3CCC(n4nccc4NC(=O)C4CC4)CC3)c2)n1
→ 0.2	-0.3	14.6	-2.7

(more compounds)
Every second line gives: FBW7 activator	GPR151 ag	MITF primary	TEAD-YAP block
> Cc1cc(C(=O)Nc2ccc(CN3CCN(c4ccccn4)CC3)cc2)no1
→ 0.1	-0.9	-8.6	-34.0
> CCCCNC(=O)Cc1ccc(Cl)cc1
→ -0.2	-0.4	-2.0	-0.3
> NC1=NC(=O)/C(=C/c2ccc(Cl)cc2Cl)S1
→ -0.1	-2.0	-1.9	-11.8
> CN1CCN(Cc2cccn2-c2ccccn2)CC1CCO (stereo not given)
→ 0.0	1.2	9.1	-2.7
> COC(=O)c1ccccc1NC(NC(=O)c1ccco1)C(=O)c1ccccc1 (stereo not given)
→ 0.0	0.4	17.4	5.2
> O=C(Cc1c(F)cccc1Cl)Nc1cc(C(=O)Nc2ccncc2)ccc1N1CC2CC(C1)c1cccc(=O)n1C2 (stereo not given)
→ 0.1	0.6	6.3	0.3
> COCCNC(=S)Nc1cccc(OC)c1
→ 0.0	1.0	-14.2	-18.6
> CN1CCN(NC(=O)c2ccc(Cl)s2)CC1
→ -0.1	-0.9	-5.2	1.8
> O=C(NC1CC1c1ccccc1)C1CC1c1ccccc1 (stereo not given)
→ 0.4	-1.4	16.6	12.4
> COc1ccccc1CNc1nc2ccccc2n1CCN1CCOCC1
→ 0.1	0.9	-11.7	-25.8
> COc1ccc(CCC(=O)Nc2ccc(S(=O)(=O)N3CCN(C)CC3)cc2)cc1
→ -0.3	-0.4	11.4	-9.4
> O=C1/C(=C\C2CC=CCC2)SC(=S)N1CC1CCCO1 (stereo not given)
→ -0.1	0.6	-6.6	11.9
> COc1ccc(N(C(C)=O)S(=O)(=O)c2cc(OC)ccc2OC)cc1
→ -0.1	3.9	-7.8	11.9
> COc1ccc(C2(NC(C)=O)CCN(C(=O)CCC(=O)O)CC2)cc1
→ 0.1	-0.4	-8.6	-9.3
> O=C(Nc1ccc2c(c1)OCO2)c1ccc(Br)s1
→ -0.1	-1.4	-14.0	-17.8
> COc1ccc2c(c1)CC(c1nc3ccc(-c4ccnc(N)n4)cc3[nH]1)CO2 (stereo not given)
→ 0.2	-1.9	26.7	0.6
> O=C(CC(=O)Nc1ccc(Cl)c(Cl)c1)N/N=C/c1ccc(F)cc1
→ -0.2	-0.4	-2.9	14.1
> Clc1ccc2nc(N3CCN(Cc4ccccc4)CC3)c3nncn3c2c1
→ 0.2	0.0	12.6	-2.8
> CCOC(=O)CCNC(=O)c1cc(CC(C)c2ccccc2)no1 (stereo not given)
→ 0.0	1.7	2.9	0.1
> Cc1ccc(S(=O)(=O)N(CC(=O)O)c2ccc(C)c(C)c2)cc1
→ -0.1	1.9	-3.5	10.6

Quoted at random: 5 compounds from above
Every second line gives: FBW7 activator	GPR151 ag	MITF primary	TEAD-YAP block
> Cc1ccc(S(=O)(=O)N(CC(=O)O)c2ccc(C)c(C)c2)cc1
→ -0.1	1.9	-3.5	10.6
> COc1ccc(CCC(=O)Nc2ccc(S(=O)(=O)N3CCN(C)CC3)cc2)cc1
→ -0.3	-0.4	11.4	-9.4
> Clc1ccc2nc(N3CCN(Cc4ccccc4)CC3)c3nncn3c2c1
→ 0.2	0.0	12.6	-2.8
> O=C(Nc1ccc2c(c1)OCO2)c1ccc(Br)s1
→ -0.1	-1.4	-14.0	-17.8
> O=C(CC(=O)Nc1ccc(Cl)c(Cl)c1)N/N=C/c1ccc(F)cc1
→ -0.2	-0.4	-2.9	14.1

(listing goes on)
Every second line gives: FBW7 activator	GPR151 ag	MITF primary	TEAD-YAP block
> C=CCSc1nc2c(c(=O)n1Cc1ccccc1)C(CC)(CC)Cc1ccccc1-2
→ 0.1	-1.1	-11.7	2.7
> COc1ccc(-n2cc(-c3ccccc3)c3c(NC4CCCCCC4)ncnc32)cc1
→ -0.1	-0.9	7.3	13.9
> O=C(NCc1ccc2c(c1)OCO2)c1ccc(Cl)cc1[N+](=O)[O-]
→ 0.2	-1.7	7.5	10.1
> O=C(O)c1ccc(N=C2SCC(=O)N2Cc2ccccc2)cc1
→ 0.0&-0.2	-0.6&0.8	6.9&-13.3	-2.7&-13.4
> CCC(=O)N1CCc2cc(S(=O)(=O)NC(C)(C)C)ccc21
→ -0.1	0.2	2.4	1.7
> O=C(COc1ccc2ccccc2c1)Nc1nnc(SCC(=O)N2CCOCC2)s1
→ 0.2	0.0	22.0	6.4
> O=C1C2CC=CCC2C(=O)N1CNc1ccccc1 (stereo not given)
→ -0.1	-0.4	8.1	1.0
> COc1ccc(OCC(=O)Nc2ccc(S(=O)(=O)Nc3onc(C)c3C)cc2)cc1
→ 0.1	2.3	7.8	-5.0
> CC(=O)Nc1ccc(S(=O)(=O)NCCNc2ccccc2[N+](=O)[O-])cc1
→ -0.1	0.7	0.7	-0.1
> CCC(O)(CC)C(=O)NN(C(=O)OC)c1ccccc1
→ 0.0	-0.2	1.5	-5.7
> COc1nn(C)cc1C(=O)N1CCN(C2=NN=C(c3cccs3)CS2)CC1
→ 0.1	-1.4	14.5	-20.1
> O=c1/c(=C/c2cccc([N+](=O)[O-])c2)sc2n1C(c1ccccc1)C(c1ccccc1)=NN=2 (stereo not given)
→ -0.1	-0.4	7.1	3.9
> O=S(=O)(Nc1ccc(F)cc1)N1CCCCCC1
→ -0.1	0.7	3.2	-7.4
> CN(C(=O)c1cccc(N2C(=O)CCC2=O)c1)c1cccc2c1C(=O)NC2=O
→ 1.2	-0.3	25.7	0.9
> O=C(O)c1cccc(N2Cc3ccc(Br)cc3C2)c1
→ 0.0	-0.4	13.0	-56.9
> COc1cc2[nH]c3c(=O)n(CC(=O)N4CCN(c5cc(Cl)ccc5C)CC4)cnc3c2cc1OC
→ 0.5	0.7	10.5	-1.1
> COc1ccccc1NC(=O)CCN1C(=O)C2CC=C(Cl)CC2C1=O (stereo not given)
→ 0.6	-0.6	11.6	12.3
> COCc1cc(=O)[nH]c(SCC(=O)Nc2ccc(OC)cc2)n1
→ -0.1	2.9	8.5	0.8
> O=C1CN(S(=O)(=O)c2cc(Cl)ccc2Cl)c2ccccc2N1
→ 0.0	0.6	-0.1	-6.9
> COc1ccc(/C=C/c2nc(-c3ccccc3O)n[nH]2)cc1O
→ -0.1	1.2	-8.9	-47.5
> CCCCN(C)CCCN1C(=O)C2C(C(=O)Nc3ccc(C(C)C)cc3)C3C=CC2(O3)C1C(=O)NC1CCCC(C)C1C (stereo not given)
→ -0.1	0.7	-12.5	7.0
> CCOc1ccc2c(=O)c(Oc3ccccc3OCC)coc2c1
→ 0.9	-0.8	8.0	-12.8
> COCCNc1c(-c2cn(C)nc2C)nc2cnccn12
→ 0.2	0.1	7.1	4.7
> NC(=O)Cn1nnc(-c2ccccc2NC(=O)c2cccnc2)n1
→ -0.1	-0.1	6.0	4.9
> CC(O)C(=O)N/N=C/c1cccc2ccccc12 (stereo not given)
→ -0.1	-0.2	0.4	-32.3
